NCI-60 one-dose screen, 48 h, at 10 µM unless noted. Numbers give growth in % (100 = growth as untreated, 0 = no growth, -100 = all killed).
786-0 = 786-0 renal cancer cells | hit rate 5.1% among 81,000 | AID 1794775
DU-145 = DU-145 prostate cancer. hit rate 4.2% among 81,000
UO-31 = UO-31 renal cancer; AID 1794768; hit rate 5.2% among 81,000
SF-268 = SF-268 CNS cancer cells; hit rate 3.1% among 82,000; AID 1794759
SN12C = SN12C renal cancer cells; AID 1794767; hit rate 3.8% among 81,000
PC-3 = PC-3 prostate cancer cells | hit rate 3.9% among 80,000 | AID 1794754
SF-539 = SF-539 CNS cancer; hit rate 6.8% among 81,000
U251 = U251 CNS tumor cells. hit rate 5.4% among 80,000
SF-295 = SF-295 CNS cancer cells; hit rate 5.6% among 79,000
Starred values were filed as active, the others as inactive; . = no result given; & = joins results of further samples; [ ] = another dose, or the depositor's remark. Rule for the calls: active = growth percent below 10; inactive = the rest.

SMILES	786-0	DU-145	UO-31	SF-268	SN12C	PC-3	SF-539	U251	SF-295
COc1ccc(-c2cc(-c3cccnc3)nc(SCC#N)c2C#N)cc1OC	99	99	68	97	108	83	101	100	106
CCC(=O)c1cccc2ccccc12	96	115	93	110	98	85	92	98	98
C1=Cc2ccccc2Nc2ccccc21	88	125	88	121	108	92	96	99	116
O=C1C[C@@H](c2ccccc2)Oc2c(Cc3ccccc3O)c(O)c(Cc3cc(Cc4cc(Cc5ccccc5O)ccc4O)ccc3O)c(O)c21	100	102	67	85	100	89	101	94	102
Cc1cc(C)c2c(Nc3ncnc4c3sc3nc(C)cc(C)c34)csc2n1	99	81	86	105	92	101	102	101	114
NNc1nncc2ccccc12	105&105	110&110	76&89	90&108	89&94	105&97	101&107	96&98	77&100
NC(=O)c1c(Nc2ccc(Cl)cc2)nn2cc(-c3nc4ccccc4s3)c(N)nc12	106	110	73	97	94	98	98	107	101
O=[N+]([O-])c1ccc(Br)c(I)c1	104	113	86	106	103	89	108	100	106
COc1ccc(-c2csc(NC(=O)COc3ccc(C(C)=O)cc3)n2)cc1	111	106	74	95	104	97	106	109	101
COC(=O)C1CCC(=O)CC1	102	116	89	107	98	80	126	105	110
O=c1c2cc3cc(Cl)ncc3n2c(=O)c2cc3ccccc3n12	104	110	80	105	101	91	114	106	92
O=C(/C=C/c1ccccc1)c1ccc([N+](=O)[O-])cc1	90	108	89	99	106	88	106	91	94
O=c1nc(Nc2nc3ccccc3[nH]2)[nH]c(=O)c2ncccc12	101	104	86	93	100	98	94	104	100
CC(C(=O)c1ccccc1)C(=O)C(F)(F)F (stereo unspecified)	104	114	93	103	107	95	98	101	102
CCCOC(=O)CC(O)C(=O)OCCC (stereo unspecified)	104	99	89	98	103	100	89	111	95
Cc1ccc(/C=C/C(=O)c2ccc(NC(=O)CSc3nc4c([nH]3)c(=O)n(C)c(=O)n4C)cc2)c(C)c1	36	40	70	46	57	49	55	-67*	48
COc1cc2oc(-c3ccc(NC(=O)c4cccc(C#N)c4)cc3)cc(=O)c2c(OC)c1OC	94	100	80	101	91	78	90	97	102
NS(=O)(=O)c1ccc(Nc2ccc3nnc(-c4ccncc4)n3n2)cc1	101	110	94	88	95	107	97	107	106
COc1cc(-c2ccc(-c3ccc(C(=N)N)nc3)s2)cc(OC)c1OC	40	50	70	86	67	55	1.8*	29	40
CCOP1(=O)OCCN(C)c2oc(-c3ccc([N+](=O)[O-])cc3)nc21 (stereo unspecified)	104	107	60	95	99	99	89	92	110
NCCCNc1nc2sc3c(c2c(=O)[nH]1)CCCC3	87	93	82	85	95	83	90	83	80
C/C(=N\Nc1ccc([N+](=O)[O-])cn1)c1ccccc1	101	104	110	103	105	103	105	95	90
Cc1ccc(S(=O)(=O)NNC(=O)C2CCC(=O)N2)cc1 (stereo unspecified)	113	106	98	96	101	105	106	110	103
COc1cc(/C=C/C(=O)c2ccc(S(=O)(=O)NCCNc3nc(N(C)C)nc(N4CCOCC4)n3)cc2)cc(OC)c1OC	-65*	14	13	-3.3*	-22*	-76*	-87*	-100*	-68*
CCc1ccc2c(c1)CCC2	101	137	79	109	107	96	94	100	102
SMILES	786-0	DU-145	UO-31	SF-268	SN12C	PC-3	SF-539	U251	SF-295
O=C(/C=C\C(=O)OC1CCCCC1)OC1CCCCC1	112	112	72	100	100	90	108	102	120
CCOC(=O)c1cn([C@H]2CC(=O)[C@@H]3OC[C@H]2O3)nc1N	.	113	95	102	105	95	105	104	120
CCc1[nH]nc(-c2ccc(OC)cc2)c1-c1ccccc1OCCN(CC)CC	75	102	67	89	96	76	99	96	86
O=c1ccc(Cl)n[nH]1	110	125	112	111	110	99	101	102	91
O=C1/C(=C/c2cccc(Br)c2)COc2ccc(O)c(O)c21	-87*	-7.0*	-100*	-24*	-74*	-35*	-85*	-85*	35
O=[N+]([O-])c1ccc(Oc2cccc(Cl)c2)cc1	99	101	86	99	102	97	95	107	101
COc1cc(S(C)=O)ccc1-c1nc2ncccc2[nH]1 (stereo unspecified)	106	112	85	102	94	91	105	95	98
CCC1S/C(=N\N=C(/C)c2cccs2)N(c2ccccc2)C1=O (stereo unspecified)	86	123	110	89	135	98	124	105	123
CC(=O)Nc1ccc(-n2cnc3cc(-c4cccc(O)c4)ccc32)cc1	101	101	89	88	79	110	62	67	99
Cn1c(SCC(=O)Nc2ccc(-c3nc4ccc([N+](=O)[O-])cc4[nH]3)cc2)nc2ccccc2c1=O	82	91	85	83	91	69	78	92	77
C[C@H]1CN[C@@H](C)CN1	105	111	94	109	119	168	110	102	119
O=C(NS(=O)(=O)c1ccc2ccccc2c1)n1ccc2cc(Br)cnc21	93	113	92	112	107	110	104	104	102
CC(C)CC(NC(=O)CCCCCl)C(=O)O (stereo unspecified)	115	106	91	107	100	103	95	.	97
CCn1c(CN2CCN(c3cc4c(cc3F)c(=O)c(C(=O)O)cn4C3CC3)CC2)n[nH]c1=S	97	103	96	98	100	106	106	110	101
O=C(Nc1ccc(-n2cc(-c3ccncc3)c(-c3ccc(O)c(Cl)c3)n2)cc1)Nc1ccc(Cl)c(C(F)(F)F)c1	-32*	29	14	18	19	1.8*	14	5.8*	-10*
[C-]#[N+]c1c(-c2ccc(OC)c(OC)c2)cc(-c2ccc(Cl)c(Cl)c2)nc1N	95	103	64	103	94	97	77	77	90
CS(=O)c1nc2nnc([N+](=O)[O-])c(=O)n2[nH]1 (stereo unspecified)	96	97	71	92	100	93	101	101	98
O=C(O)CCC(=O)c1ccc(C2CCCCCC2)cc1	96	108	80	97	100	99	97	96	97
CCn1cnc(C[C@H](NC(=O)[C@H](CCCCNC(=O)Nc2cc(C(F)(F)F)cc(C(F)(F)F)c2)NC(=O)Nc2cc(C(F)(F)F)cc(C(F)(F)F)c2)C(=O)OC)c1	-54*[100 µM]	-69*[100 µM]	49[100 µM]	-53*[100 µM]	-6.5*[100 µM]	-38*[100 µM]	-66*[100 µM]	-100*[100 µM]	-97*[100 µM]
Nc1c(C(=O)Nc2ccccc2)sc2ncc(Cl)cc12	94	98	71	101	96	70	95	96	.
O=S(=O)(Nc1cc(Sc2nc3ccccc3s2)c(O)c2ccccc12)c1ccc2ccccc2c1	111	101	70	95	91	77	106	87	88
COc1cc(-c2nc(SCCC(C)C)nc(Nc3ccc(Cl)cc3)c2C#N)cc(OC)c1OC	52	89	45	73	45	81	76	35	61
O=C(NNc1ccccc1)c1ccccc1Cl	91	95	61	84	99	81	100	84	97
CCCCCC(=O)N1CCCC1	111	120	96	108	110	98	98	107	115
O=C(O)c1ccc(-n2cc(/C=N/Nc3ccccc3)c(-c3cc4ccc(O)cc4oc3=O)n2)cc1	93	94	59	75	100	73	93	89	86
SMILES	786-0	DU-145	UO-31	SF-268	SN12C	PC-3	SF-539	U251	SF-295
CCCCCCCCCCCCCC#N	96	116	97	110	96	96	96	86	93
N#CCCN1CCN(CCC#N)C1=S	105	110	.	99	95	100	101	101	93
CCC(=O)Nc1ccc(C)cc1C	97	114	78	103	103	106	98	106	104
CC1=C(C(=O)/C=C/c2c[nH]c3ccccc23)C(c2ccccc2)NC(=S)N1 (stereo unspecified)	102	113	64	93	92	95	98	101	98
N#Cc1c(-c2ccc(Cl)cc2)nc(N=Nc2c(O)[nH]c3ccc(Cl)cc23)nc1N1CCOCC1	103	103	67	96	97	99	98	.	102
CCCCc1ccc(N/C(N)=N/c2nc(C)cc(=O)[nH]2)cc1	94	112	72	105	103	94	100	100	105
O=C(O)C1OC1(c1ccccc1Cl)c1ccccc1Cl (stereo unspecified)	105	110	89	104	96	100	100	101	.
COc1cc2cc(Oc3ccc(NC(=O)c4cc(C(F)(F)F)cc(C(F)(F)F)c4)cc3)c(C)nc2cc1OCCN(C)C	86	93	70	85	77	73	82	95	55
O=CNc1ccc(I)cc1	102	106	75	102	100	99	102	95	.
O=C1CCc2c(sc3[nH]c(=S)n(-c4ccc(C(F)(F)F)cc4)c(=O)c23)C1	99	104	64	90	98	75	88	92	99
CCCCC1=C(P(=O)(O)O)N[C@H](C(=O)O)CS1	95	104	73	99	88	90	93	94	86
Cc1ccc(NS(=O)(=O)c2cc(C)ccc2C)cc1	61	58	66	54	61	58	45	37	31
NNc1nnc2nc(Nc3ccccc3)nc(Nc3ccc(S(N)(=O)=O)cc3)n12	110	112	82	107	99	103	97	105	106
C/C(=C(/C)C1CC1CCNC1CCN(C(=O)OC(C)(C)C)CC1)c1ccccc1 (stereo unspecified)	92	97	82	101	91	86	93	89	104
CCCn1nc(C(=O)N2CCCCC2)c2c1CCC(Nc1ccc(Oc3cccnc3)cc1)C2 (stereo unspecified)	90	105	86	97	96	85	104	103	97
CCOC(=O)CCC1(C)OCC(COC)O1 (stereo unspecified)	99	97	84	99	99	99	111	100	96
CC(Oc1ccc(NC(=O)c2cccs2)cc1)C(=O)c1ccc(Cl)cc1 (stereo unspecified)	84	84	47	99	73	83	83	93	.
COc1ccc2cc(-c3nn(CC4CCN(C)CC4)c(N)c3C(N)=O)ccc2c1	86&99	103&109	86&96	86&101	110	93&79	95&102	93&96	99&101
COc1ccc(CCN2C(=O)/C(=C/c3nc(CO)cs3)SC2=S)cc1	28	46	34	95	84	74	11	92	101
CCN1[C@@H]2CC[C@H]1/C(=C\c1cc(OC)ccc1OC)C(=O)/C2=C/c1cc(OC)ccc1OC	88	83	55	75	83	59	92	73	87
COc1cc(-c2nn(-c3ccc(NC(=O)CN4CCN(C)CC4)cc3)cc2-c2ccncc2)ccc1Cl	96	105	99	103	109	93	94	106	90
Cc1nc2nc(SCC(=O)Nc3cccc(F)c3)[nH]c(=O)c2nc1C	94	106	83	97	90	99	93	103	97
O=P(Cc1ccccc1)(c1ccccc1)c1ccccc1	97	107	81	105	100	101	105	98	117
COc1ccc(Cc2nnc3sc(SCC(=O)Nc4ccc(Cl)cc4)nn23)cc1	105	106	91	101	101	85	90	96	97
COC(=O)c1c2c(c(C)[n+]([O-])c1C)C(=O)C=C(NCc1ccc(F)c(Cl)c1)C2=O	3.9*	-99*	-50*	-10.0*	-86*	-1.1*	-90*	-22*	-97*
SMILES	786-0	DU-145	UO-31	SF-268	SN12C	PC-3	SF-539	U251	SF-295
COc1cc(C(=O)O)ccc1C	104	103	92	105	97	109	101	97	.
C=C(c1ccc(C(=O)O)cc1)c1cc2c(cc1C)C(C)(C)C=CC2(C)C	94	84	71	73	84	58	91	61	57
C[C@@H]1C(=O)CC[C@H]2[C@@]1(C)CC[C@H]1C(=O)O[C@H](c3ccoc3)C[C@]21C	117	107	82	110	97	85	.	89	100
Cc1ccc(S(=O)(=O)NCCCc2ccccc2)cc1	111	124	90	104	106	87	101	94	113
CC(=O)Oc1c(CBr)cccc1C(=O)O	104	112	87	107	104	98	103	106	.
CC(C)c1cccc(C(C)C)c1NC(=O)N1CCOCC1	102	111	89	101	101	94	100	99	99
CCCSc1nc2c(c(=O)n(C)c(=O)n2C)n1C	112	109	98	118	108	96	111	100	115
N#Cc1c(-c2ccc(Cl)cc2)nc(N2NC(=O)CC2=N)nc1N1CCOCC1	99	106	75	95	99	100	96	.	100
C=C1CC[C@H]2[C@@](C)(CCC(=O)[C@@]2(C)COC(C)=O)[C@@H]1COc1ccc2ccc(=O)oc2c1	101	109	84	98	99	95	99	96	99
C[C@H]1OC(=O)/C=C/C(=O)[C@@H](OC(=O)CCC(=O)O)CCCCCCCC[C@@H]1O	92	101	92	94	94	63	104	81	97
C/C(=N/NC(N)=S)c1sc(Nc2cccc(C)c2)nc1C	92	95	52	87	87	99	99	89	94
CC(=O)CC(=O)Nc1cccc2ccccc12	109	106	86	99	96	91	95	105	138
COc1ccc(/C=N/NC(=O)Cn2c(Cc3cccc4ccccc34)nc3ccccc32)cc1	102	105	72	96	93	83	91	100	89
Cn1c(SC(C(=O)Nc2ccc(F)cc2)c2ccccc2)nc2ccccc2c1=O (stereo unspecified)	102	112	88	106	99	96	96	103	98
CCOC(=O)/C(=C\c1cccc(OC)c1)C(C)=O	103	116	74	101	103	101	106	100	107
C(=C(\C1=NCCN1)n1ccc2ccccc21)/c1ccc2ccccc2c1	83	98	39	94	85	79	87	91	79

Structures listed so far that have fluorine:
SMILES	786-0	DU-145	UO-31	SF-268	SN12C	PC-3	SF-539	U251	SF-295
CC(C(=O)c1ccccc1)C(=O)C(F)(F)F (stereo unspecified)	104	114	93	103	107	95	98	101	102
CCn1c(CN2CCN(c3cc4c(cc3F)c(=O)c(C(=O)O)cn4C3CC3)CC2)n[nH]c1=S	97	103	96	98	100	106	106	110	101
O=C(Nc1ccc(-n2cc(-c3ccncc3)c(-c3ccc(O)c(Cl)c3)n2)cc1)Nc1ccc(Cl)c(C(F)(F)F)c1	-32*	29	14	18	19	1.8*	14	5.8*	-10*
CCn1cnc(C[C@H](NC(=O)[C@H](CCCCNC(=O)Nc2cc(C(F)(F)F)cc(C(F)(F)F)c2)NC(=O)Nc2cc(C(F)(F)F)cc(C(F)(F)F)c2)C(=O)OC)c1	-54*[100 µM]	-69*[100 µM]	49[100 µM]	-53*[100 µM]	-6.5*[100 µM]	-38*[100 µM]	-66*[100 µM]	-100*[100 µM]	-97*[100 µM]
COc1cc2cc(Oc3ccc(NC(=O)c4cc(C(F)(F)F)cc(C(F)(F)F)c4)cc3)c(C)nc2cc1OCCN(C)C	86	93	70	85	77	73	82	95	55
O=C1CCc2c(sc3[nH]c(=S)n(-c4ccc(C(F)(F)F)cc4)c(=O)c23)C1	99	104	64	90	98	75	88	92	99
Cc1nc2nc(SCC(=O)Nc3cccc(F)c3)[nH]c(=O)c2nc1C	94	106	83	97	90	99	93	103	97
COC(=O)c1c2c(c(C)[n+]([O-])c1C)C(=O)C=C(NCc1ccc(F)c(Cl)c1)C2=O	3.9*	-99*	-50*	-10.0*	-86*	-1.1*	-90*	-22*	-97*
Cn1c(SC(C(=O)Nc2ccc(F)cc2)c2ccccc2)nc2ccccc2c1=O (stereo unspecified)	102	112	88	106	99	96	96	103	98
